# PPC-1+TRAIL kill: PPC-1 cancer cell killing with TRAIL present; PPC-1 cells + TRAIL, ATPLite viability luminescence; cell killing (% activity), % at 4 µM; actives 0.41% (n = 220,000);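 active = cell killing above 50% in the first pass at 4 µM, then a duplicate retest at 5 µM averaging 50% or more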;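 note: plate controls were cells with TRAIL plus DMSO for no effect and medium-only wells lacking cells for full effect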
# TRPN1 ag: zebrafish TRPN1 (NompC) channel agonism. activation, % at 3 µM. actives 0.18% (n = 220,000). AID 1424. HEK293 zebrafish TRPN1-YFP, Fluo-8 calcium fluorescence; 100% = response to 87 µM carbachol;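 active = activation above its plate's cutoff, the mean activation of test wells on that plate plus 3 SD, cut at about 19% in these data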;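 note: 0% = DMSO alone and 100% = 87 µM carbachol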
#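 Control set: carbachol 87 µM as high control, DMSO as low control; system: HEK293 stable line with zebrafish TRPN1-YFP; read-out: % activation versus carbachol response; detection: intracellular calcium fluorescence with Fluo-8; doses: single test compound dose, 3 µM nominal, 0.3% DMSO; schedule: dye 1 h 37 °C plus 30 min RT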
# EP2 antag: EP2 receptor (human) inhibition; P43116; C6 glioma cells expressing human EP2, cAMP TR-FRET; cells stimulated with saturating PGE2; inhibition, % at 25 µM; actives 0.52% (n = 260,000);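 active = percent inhibition above 40 after rounding to a whole number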;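 note: rat C6 glioma host cells with rolipram phosphodiesterase inhibitor present; the protocol text gives 20 µM as final concentration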
# Target sequence (P43116 whole entry, looked up): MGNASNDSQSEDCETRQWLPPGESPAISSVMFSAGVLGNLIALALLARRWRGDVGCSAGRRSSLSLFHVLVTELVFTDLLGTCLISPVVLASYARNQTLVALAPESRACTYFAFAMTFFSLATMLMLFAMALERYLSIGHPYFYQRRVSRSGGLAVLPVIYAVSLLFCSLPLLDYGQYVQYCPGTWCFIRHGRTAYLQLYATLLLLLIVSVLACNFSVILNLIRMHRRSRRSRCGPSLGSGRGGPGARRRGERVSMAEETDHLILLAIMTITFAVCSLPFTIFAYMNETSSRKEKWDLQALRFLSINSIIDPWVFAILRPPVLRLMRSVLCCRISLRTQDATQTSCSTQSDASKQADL
# TRPML3 agonist: human mucolipin-3 channel agonism | HEK293 TRPML3-YFP, Fluo-8 calcium fluorescence; 100% = the carbachol control signal | activation, % at 3 µM | actives 0.29% (n = 220,000);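 active = activation above its plate's cutoff, the mean activation of the plate's test wells plus 3 SD, cut at about 12% in these data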;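 note: 0% = DMSO only wells and 100% = carbachol wells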
#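 Material: HEK293 cells stably carrying human TRPML3-YFP; compound dosing: single dose, 3 µM final nominal compound, 0.3% DMSO final; incubation: 1-h 37 °C dye load, 5-s basal, 120-s post-compound reads; technique: Fluo-8 intracellular calcium fluorescence, excitation 470-495 nm, emission 515-575 nm; read-out basis: percent activation from peak-to-basal fluorescence ratio, scaled between DMSO and carbachol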
# EP2 mod: EP2 receptor (human) modulation; P43116; induction, % at 25 µM; AID 940; actives 0.83% (n = 260,000); EP2-expressing cells, cAMP HTRF FRET, PGE2 co-stimulation;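 active = compounds whose cAMP rise, as percent of the full-agonist control response, exceeds 60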;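 note: rat C6 glioma line stably carrying human EP2 under a CMV promoter; the protocol text gives 20 µM as final concentration; 100% = response of wells given 1 µM PGE2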
# CHOP inh: blocks CHOP induction under ER stress. CHO-K1 CHOP-promoter luciferase, tunicamycin-induced, 15-18 h. inhibition, % at 10 µM. actives 3.8% (n = 220,000). AID 2732;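 active = compounds that reduced the stress-induced luciferase reporter signal by more than about 70% of percent inhibition, limit read from the data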;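 note: 0% = tunicamycin plus vehicle and 100% = wells without tunicamycin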
# 14-3-3 Bad inh: disrupts binding of bovine 14-3-3 zeta to phospho-Bad peptide. TR-FRET 14-3-3zeta/Dy647-pBad peptide displacement, 1 h. actives 0.71% (n = 220,000). P63103. AID 781. inhibition, % at 21.7 µM;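 active = inhibition above about 70%, limit read from the data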;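 note: 0% = full 14-3-3 plus peptide FRET controls and 100% = background without 14-3-3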
# Target sequence (P63103 whole entry, looked up): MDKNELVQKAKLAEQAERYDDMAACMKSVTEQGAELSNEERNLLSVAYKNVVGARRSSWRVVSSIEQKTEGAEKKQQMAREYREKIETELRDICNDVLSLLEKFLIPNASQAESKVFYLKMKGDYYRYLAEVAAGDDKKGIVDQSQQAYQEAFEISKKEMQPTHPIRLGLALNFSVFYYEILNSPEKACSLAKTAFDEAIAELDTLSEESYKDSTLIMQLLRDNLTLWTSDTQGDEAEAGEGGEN
# NPY Y1 blocker: antagonists of human neuropeptide Y receptor Y1; HEK293-CNG Y1 cells, membrane potential fluorescence; NPY at EC95, then isoproterenol; inhibition, % at 3.6 µM; actives 1% (n = 200,000); AID 1040;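 active = inhibition above the campaign mean inhibition of all tested compounds plus 3 SD, cut at about 20% in these data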;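 note: 0% = DMSO wells given NPY plus isoproterenol and 100% = isoproterenol alone without NPY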
# Target sequence (P25929 whole entry, looked up): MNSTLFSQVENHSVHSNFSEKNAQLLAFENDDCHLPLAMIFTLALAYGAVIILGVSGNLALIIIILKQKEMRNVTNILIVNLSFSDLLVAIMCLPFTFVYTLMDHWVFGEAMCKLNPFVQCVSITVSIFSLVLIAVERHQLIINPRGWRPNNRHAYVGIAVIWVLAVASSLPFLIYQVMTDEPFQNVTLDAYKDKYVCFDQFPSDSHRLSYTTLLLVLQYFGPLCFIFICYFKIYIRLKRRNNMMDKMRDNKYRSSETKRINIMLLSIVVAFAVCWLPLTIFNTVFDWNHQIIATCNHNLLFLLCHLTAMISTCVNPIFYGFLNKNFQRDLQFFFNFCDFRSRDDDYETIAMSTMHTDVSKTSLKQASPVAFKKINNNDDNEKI
#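 Material: HEK293 cells with Y1 receptor plus CNG channel; times: compound incubation 1 h at room temperature, readout 45 min post-stimulation; signal: fluorescence, membrane potential probe; read-out basis: fluorescence ratio normalized to % inhibition between controls; benchmarks: full-block control isoproterenol-only wells, zero-block control NPY plus isoproterenol wells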
# NPY1 pot ag: potentiates or activates human NPY-Y1 receptor. AID 1304. NPY-Y1 expressing cells, potentiator/agonist activation. actives 0.37% (n = 220,000). P25929. activation, % at 3.6 µM; in the data active = activation above about 33%, passing the limit was not always enough;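 note: cells stimulated with NPY at EC10 then isoproterenol at EC100; 0% = low agonist plus stimulus and 100% = saturating agonist plus stimulus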
# Starred values were filed as active, the others as inactive; nt = no result given; & = joins results of further samples; [ ] = dose if it differs, or a comment.
SMILES,PPC-1+TRAIL kill,TRPN1 ag,EP2 antag,TRPML3 agonist,EP2 mod,CHOP inh,14-3-3 Bad inh,NPY Y1 blocker,NPY1 pot ag
O=C(/C=C/c1cccs1)Nc1nccs1,15.1,-0.6,7.0,0.5,-3.3,13.9,-1.6,-3.6,9.4
CSc1ccc(C#N)cc1NC(=O)c1ccc(Cl)cc1Cl,-3.5,-0.7,12.6,0.5,14.9,12.7,-2.0,6.8,-45.0
O=C(C1CCN(C2CCN(Cc3ccc4c(c3)CCO4)CC2)CC1)N1CCCC1,6.0,0.9,7.6,0.9,-13.6,33.5,-6.7,3.5,11.3
COc1cc(C(=O)Nc2ccc(S(=O)(=O)Nc3nccc(C)n3)cc2)cc(OC)c1OC,11.0,-1.1,14.7,-0.5,6.3,7.3,-4.6,1.2,-8.1
CCN(c1ccccc1)S(=O)(=O)c1ccc(Cl)c(C(=O)NCCc2ccc(OC)cc2)c1,33.2,-1.9,5.1,-0.3,35.7,3.6,-1.2[fluorescence artefact?],7.6,-8.9
COc1ccccc1CNC(=O)CSCc1cnn(-c2ccccc2)c1-n1cccc1,-13.0,-1.2,5.7,-0.8,-9.7,34.4,-8.1,8.9,-12.1
COc1ccc(-n2cc(-c3ccc(Br)cc3)[nH]c2=S)cc1,5.7,-1.3,5.5,-2.0,-42.6,-35.6,-19.7,3.4,-12.3
CCCC(=O)NC(c1ccco1)c1c(O)ccc2ccccc12 (configuration not stated),4.9,-0.7,6.8,-1.2,1.6,16.2,0.5,-3.2,-6.7
O=S(=O)(c1cccs1)N1CCCc2ccccc21,14.5,-0.3,11.9,-0.4,-25.0,6.1,1.1,5.7,4.3
COCCNC(=O)c1ccc2c(c1)CCN2S(C)(=O)=O,-0.6,0.3,6.7,0.5,33.6,16.2,-7.2,9.7,18.3
COc1ccc(NC(=O)C(=O)N2N=C(C(C)C)CC2(O)C(F)(F)F)cc1 (configuration not stated),0.4,0.7,3.4,0.6,28.1,27.8,-7.3[fluorescence artefact?],-0.1,-15.2
COc1cc(C)ccc1OCCOCCOc1cccc2ccc(C)nc12,3.8,0.9,3.7,-0.2,-62.7,11.3,30.7,2.9,-5.2
CCCOC(=O)c1ccc(NC(=O)c2ccccc2[N+](=O)[O-])cc1,11.7,-0.2,16.8,-0.2,12.2,12.6,-8.4,2.4,15.8
O=C(O)c1ccc(/C=N/NC(=O)c2ccc(CN3c4cccc5cccc(c45)S3(=O)=O)cc2)cc1,-2.7,1.6,4.3,0.2,-18.1,5.7,8.0,nt,15.8
O=C(Cc1ccccc1)NN1C(=O)C2C3C=CC(C4CC34)C2C1=O (configuration not stated),14.2,-0.6,4.3,0.8,2.9,9.2,-0.5,-10.1,4.2
CCn1c(=O)c(C(C)=O)nc2ccccc21,2.7,1.4,9.3,0.7,35.8,22.6,5.6,-4.4,25.1
COc1cc(/C=N/NC(N)=S)ccc1OCC(=O)Nc1ccc(C)cc1,11.3,-0.4,10.3,0.4,-15.8,6.1,3.7,-7.9,14.2
CN(Cc1cccs1)c1nc(-c2cccnc2)nc2ccccc12,16.4,-2.5,4.0,-0.6,74.0*,16.7,3.3,3.5,-10.1
O=c1c2ccccc2nc(/C=C/c2cccnc2)n1CCc1ccccc1,-0.1,1.0,10.4,-0.1,-32.6,9.4,68.3,nt,-2.9
O=C1C(=O)N(CCN2CCOCC2)C(c2cccnc2)/C1=C(/O)c1ccccc1 (configuration not stated),nt,-0.1,2.7,0.8,9.6,-7.5,-6.6,1.2,21.4

# Reprinted at random: 4 compounds from above, in no set order.
SMILES,PPC-1+TRAIL kill,TRPN1 ag,EP2 antag,TRPML3 agonist,EP2 mod,CHOP inh,14-3-3 Bad inh,NPY Y1 blocker,NPY1 pot ag
O=C(O)c1ccc(/C=N/NC(=O)c2ccc(CN3c4cccc5cccc(c45)S3(=O)=O)cc2)cc1,-2.7,1.6,4.3,0.2,-18.1,5.7,8.0,nt,15.8
O=C(/C=C/c1cccs1)Nc1nccs1,15.1,-0.6,7.0,0.5,-3.3,13.9,-1.6,-3.6,9.4
COc1ccc(-n2cc(-c3ccc(Br)cc3)[nH]c2=S)cc1,5.7,-1.3,5.5,-2.0,-42.6,-35.6,-19.7,3.4,-12.3
CSc1ccc(C#N)cc1NC(=O)c1ccc(Cl)cc1Cl,-3.5,-0.7,12.6,0.5,14.9,12.7,-2.0,6.8,-45.0

# Remaining list, next part
SMILES,PPC-1+TRAIL kill,TRPN1 ag,EP2 antag,TRPML3 agonist,EP2 mod,CHOP inh,14-3-3 Bad inh,NPY Y1 blocker,NPY1 pot ag
COc1ccc(CC(=O)OCC(=O)NCCc2ccccc2)cc1OC,14.4,-1.3,3.7,0.4,-20.0,-3.9,-2.8,3.4,-9.8
Cc1nc2ccc(NC(=S)NC(C)C)cc2nc1C,19.1,-2.4,7.1&4.5,0.6,-17.3&0.3,-37.5,16.3,-0.8,17.4
CCOC(=O)c1cnn(-c2ccc(C(C)C)cc2)c1NC(=O)C1CCC1,-0.5,0.1,10.6,0.3,20.0,12.4,4.4,0.4,-25.6
COc1ccc(NC(=O)c2ccc(-n3cccn3)c([N+](=O)[O-])c2)cc1,13.9,1.3,14.2,0.5,-41.6,19.3,-6.3,2.2,10.5
CC(=O)NCCCc1nc2ccccc2n1Cc1ccccc1F,12.9,4.5,5.1,-0.1,4.4,4.3,3.6,nt,12.0
CC(C)(C)OC(=O)N1CCCC1C(=O)O (configuration not stated),-18.3,0.8,4.3,0.5,21.0,0.9,-4.6,0.4,-26.2
COc1ccccc1-n1cnc(N)c1C(C)=O,30.1,1.9,13.9,-0.5,32.7,-4.7,-7.3,5.0,12.6
COC(=O)C1=C(C)N(C)C(C)=C(C(=O)OC)C1c1ccccn1,9.9,-0.8,13.8,-1.0,6.3,13.1,-10.2,1.6,-22.9
Cc1ccc(SCc2[nH]nc3c2C(c2ccco2)C(C#N)=C(N)O3)cc1 (configuration not stated),3.2,0.9,24.2,0.7,-39.2,10.3,4.0,105.9*,-24.9
Cc1ccc(C)c(NC(=O)Cn2nc(C(F)(F)F)cc2C2CC2)c1,-3.7,-0.6,7.2,-1.0,28.6,29.1,-2.7,2.9,-15.8
Cc1ncc2c(c1OC(=O)c1ccc([N+](=O)[O-])cc1)COC(C)(C)OC2,18.0,-1.1,1.6,-0.4,-15.9,7.0,8.4[fluorescence artefact?],-1.5,3.1
CCOc1ccc(-c2n[nH]c(C)c2Oc2ccc(OC)cc2)c(O)c1,26.2,-1.0,18.3,0.1,1.6,107.8*,-5.7,2.8,1.7
COc1ccc(Cn2c(=S)[nH]c3cc(OC)c(OC)cc3c2=O)cc1,11.0,1.5,1.6,0.4,-28.8,83.3*,8.1,3.4,-8.3
COc1cc2c(cc1OC)C(C)N(S(=O)(=O)c1cn(C)c(C)n1)CC2 (configuration not stated),4.6,0.4,8.4,-0.8,-3.0,9.1,-0.8,nt,10.1
CCCN1C(=O)SC(CC(=O)Nc2cccc3ccccc23)C1=O (configuration not stated),-10.2,-1.1,10.4,-0.1,-1.4,19.1,-2.1,-3.9,-57.9
Cc1ccc(N(C(=O)CCC(=O)Nc2cc(C)on2)C(C(=O)NC2CCCC2)c2cccs2)cc1 (configuration not stated),20.9,-1.7,8.8,-0.5,7.8,16.7,-9.2[fluorescence artefact?],7.0,-17.5
Cc1ccc([N+](=O)[O-])cc1N/C=C/C(=O)c1ccco1,20.5,-1.6,4.2,-0.8,-16.1,31.9,0.2,-4.4,-3.7
O=C(/C=C/c1ccc(Br)cc1)c1ccco1,5.4,0.3,16.4,0.0,-39.1,-66.7,38.4,7.3,-44.3
Cc1ccc2[nH]c(=O)c(-c3nc4ccccn4c3NCc3ccco3)cc2c1,32.6,1.0,3.7,0.8,-16.9,-21.6,26.0[fluorescence artefact?],-5.7,2.5
CN(C)c1ccc(C(CNC(=O)c2ccc(F)cc2)c2c[nH]c3ccccc23)cc1 (configuration not stated),-3.7,-1.9,3.5,-0.1,45.2,33.0,-10.6,-7.1,6.6
CCOc1ccc(NC(=O)CC2C(=O)N(c3ccc(OC)cc3)C(=O)N2CCc2cccs2)cc1 (configuration not stated),22.8,-0.7,8.8,-0.3,8.8,1.4,1.7,5.9,3.0
C=CCN1C(=O)C(Cc2ccccc2)SC1=Nc1ccc(C(=O)O)cc1 (configuration not stated),6.6,2.1,5.5,0.5,10.1,16.8,-17.4,2.1,14.2
O=C(CCCCCCN1C(=O)c2ccccc2C1=O)N1CCC(c2ccccc2)C1 (configuration not stated),28.1,0.6,16.1,0.3,8.2,-1.3,-15.2,13.2,-15.4
COc1ccc(Nc2ncc(C(=O)O)c3ccccc23)cc1,10.7,0.4,6.6,0.8,-6.7,8.2,nt,-2.0,-1.0
Cc1cc(C)nc(SCC(=O)Nc2nonc2N)n1,13.1,0.5,9.6,0.6,4.8,1.2,10.0,-3.3,16.6
CC1CCc2c(sc3nc(CN4CCOCC4)nc(Sc4ccccc4)c23)C1 (configuration not stated),8.3,0.2,5.0,1.0,47.7,50.5,-5.8,1.3,-5.2
Cc1c(NC(=O)Nc2ccc(Cl)cc2)c(=O)n(-c2ccccc2)n1C,-5.6,1.8,6.2,0.6,24.9,31.6,-6.8,9.9,-18.6
COc1ccc(C2(CNC(=O)c3ccc(OCC(C)C)cc3)CCOCC2)cc1,18.4,-2.0,2.8,-0.1,5.7,31.4,0.6,8.3,-0.6
Cc1c(C)n(CC(O)CN2CCCCCC2)c2ccccc12 (configuration not stated),13.1,1.5,13.2,0.5,-2.5,20.6,0.7,8.5,14.9
N/C(=N\OC(=O)CSc1ccccc1)c1cccc([N+](=O)[O-])c1,4.2,-0.9,9.3,-0.2,-10.0,-11.8,0.1,7.4,-15.6

# Single records, from the list above:
# COc1ccc(Nc2ncc(C(=O)O)c3ccccc23)cc1 is listed as PPC-1+TRAIL kill = 10.7; TRPN1 ag = 0.4; EP2 antag = 6.6; TRPML3 agonist = 0.8; EP2 mod = -6.7; CHOP inh = 8.2; 14-3-3 Bad inh = nt; NPY Y1 blocker = -2.0; NPY1 pot ag = -1.0
# COc1ccc(C2(CNC(=O)c3ccc(OCC(C)C)cc3)CCOCC2)cc1 is listed as PPC-1+TRAIL kill = 18.4; TRPN1 ag = -2.0; EP2 antag = 2.8; TRPML3 agonist = -0.1; EP2 mod = 5.7; CHOP inh = 31.4; 14-3-3 Bad inh = 0.6; NPY Y1 blocker = 8.3; NPY1 pot ag = -0.6

# From PubChem

# An excerpt (hit frequency here may not be typical).
